PPARg SRC-3 ag – agonists of human PPARgamma SRC-3 coactivator recruitment; P37231; biochemical PPARgamma/SRC-3 coactivator recruitment assay; activation, % at 8 µM; hit rate 0.26% among 200,000; in the data active = activation above about 23%;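 note: 0% = DMSO and 100% = reference agonist; some compounds past the cut are filed as inactive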
Target sequence (P37231 whole entry, looked up): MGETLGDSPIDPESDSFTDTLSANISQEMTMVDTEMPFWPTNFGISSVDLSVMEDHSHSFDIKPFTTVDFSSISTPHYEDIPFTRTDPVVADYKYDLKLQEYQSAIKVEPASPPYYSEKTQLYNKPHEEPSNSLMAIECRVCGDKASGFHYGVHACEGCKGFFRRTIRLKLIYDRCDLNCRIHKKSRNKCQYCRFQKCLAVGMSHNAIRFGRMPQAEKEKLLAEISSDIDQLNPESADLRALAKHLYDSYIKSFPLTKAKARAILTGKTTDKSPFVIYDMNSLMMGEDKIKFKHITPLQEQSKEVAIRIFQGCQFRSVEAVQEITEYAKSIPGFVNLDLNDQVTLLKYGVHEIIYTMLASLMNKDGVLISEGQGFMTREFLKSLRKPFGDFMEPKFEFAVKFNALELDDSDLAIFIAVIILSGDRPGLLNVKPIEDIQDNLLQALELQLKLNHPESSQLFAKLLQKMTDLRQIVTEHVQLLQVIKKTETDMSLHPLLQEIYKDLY
bIAP inhibitor – blocks bovine intestinal alkaline phosphatase activity; purified bovine IAP, CDP-star luminescence, 30 min; inhibition, % at 20 µM; 190,000 tested, under 10 active; AID 1019;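 active = over 50% inhibition of intestinal alkaline phosphatase at 20 µM in the single-dose screen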
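Assay system – bovine IAP enzyme · Quantity – bovine IAP at 1/65,000,000 final dilution · Detection – CDP-star luminescence signal · Times – 30 min reaction at room temperature · Also added – CDP-star substrate at 30 µM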
STAT3 activator – activators of IL-6 induced STAT3 signaling; hit rate 0.91% among 190,000; U3A cells, IL-6 STAT3-luciferase reporter, luminescence; 100% = signal with IL-6 EC80 alone; activation (% of control), % at 5.6 µM; AID 871;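 active = activation above the screen-wide mean of compound activation plus 3 SD, cut at about 130% in these data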;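 note: 0% = background luminescence of wells with medium and substrate only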
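Material: human STAT1-deficient U3A cells with stable STAT3-luciferase reporter / Probe or stimulus: IL-6 stimulus at 33 ng/mL final / Schedule: 1 h compound pre-exposure, 6 h IL-6 stimulation, 37 °C / Technique: luminescence / Read-out basis: percent of IL-6-only median luminescence / Control set: IL-6-only high control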
bIAP activator – intestinal alkaline phosphatase (bovine) activation. purified bovine IAP, CDP-star luminescence, 30 min; stronger effect = higher value; fold of DMSO-control signal, blank-subtracted. activation factor at 20 µM. hit rate 0.17% among 200,000;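 active = activation factor of 2 or more at 20 µM, a signal rise over negative controls twice the positive control's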
ROMK mod – modulators of human ROMK potassium channel. P48048. Tet-inducible ROMK, thallium flux fluorescence; actives lie on both sides. B-score at 10 µM. hit rate 2% among 130,000;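 active = signal ratio slope over the read window, or its plate-corrected B-score, at least 3 SD from the plate mean, either direction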;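 note: B-score of the F/F0 ratio slope over 7 to 12 s after thallium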
PPARg SRC2 recr – agonists of SRC-2 recruitment by human PPARgamma | hit rate 0.34% among 200,000 | AID 1032 | P37231 | activation, % at 8 µM | PPARgamma LBD-SRC-2 recruitment, biochemical; in the data active = activation above about 22%;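 note: 0% = vehicle and 100% = reference agonist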
PPARg SRC1 recr – agonists of human PPARgamma SRC-1 coactivator recruitment; AID 631; hit rate 0.41% among 200,000; PPARgamma-SRC-1 coactivator recruitment biochemical assay; activation, % at 8 µM; in the data active = activation above about 19%;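 note: 0% = DMSO and 100% = reference agonist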
TNAP act hi DEA – activators of human TNAP at high phosphate acceptor concentration; P05186; activation factor at 20 µM; purified TNAP, CDP-star luminescence, 1 M DEA, 30 min; stronger effect = higher value; 0 = EDTA background, 1 = DMSO-only activity; 200,000 tested, under 10 active;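 active = activation factor at least 2 at 20 µM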
Target sequence (P05186 whole entry, looked up): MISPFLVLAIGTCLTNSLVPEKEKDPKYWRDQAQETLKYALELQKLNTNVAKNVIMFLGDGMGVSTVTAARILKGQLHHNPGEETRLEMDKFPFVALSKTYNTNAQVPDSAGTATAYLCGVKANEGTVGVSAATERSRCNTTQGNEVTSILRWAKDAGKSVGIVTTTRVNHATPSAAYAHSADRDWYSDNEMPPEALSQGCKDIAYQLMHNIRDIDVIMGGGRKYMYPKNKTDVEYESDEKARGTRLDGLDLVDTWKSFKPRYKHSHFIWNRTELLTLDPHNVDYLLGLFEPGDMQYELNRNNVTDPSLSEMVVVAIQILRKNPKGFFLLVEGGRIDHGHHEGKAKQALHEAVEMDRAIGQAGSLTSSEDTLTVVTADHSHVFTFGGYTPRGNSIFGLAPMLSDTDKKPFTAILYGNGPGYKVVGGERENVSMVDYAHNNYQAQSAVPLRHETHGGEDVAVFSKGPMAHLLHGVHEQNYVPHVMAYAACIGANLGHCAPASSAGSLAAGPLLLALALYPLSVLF
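Dosing: 20 µM single point. System: human TNAP. Amount: TNAP 1/800 final. Incubation: 30 min, room temperature. Read-out: TNAP activation factor scaled between EDTA and DMSO control wells. Signal: luminescence from CDP-star hydrolysis. Medium: 1 M DEA, pH 9.8, Mg2+, Zn2+. Control set: EDTA negative control, DMSO positive control.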
STAT1 blocker – STAT1 signaling inhibition. AID 920. inhibition, % at 5.5 µM. NIH 3T3 STAT1-luciferase reporter, IFN-gamma, luminescence. hit rate 0.35% among 200,000;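 active = inhibition above a set limit, the mean inhibition across all tested compounds plus 3 SD, cut at about 34% in these data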;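 note: 0% = IFN-gamma with DMSO and 100% = IFN-gamma with 300 µM nifuroxazide; values of inactives mirror those of a sister screen read the other way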
TR-FRET SRC-2 ct – TR-FRET artefact, counter-screen to PPARgamma/SRC-2 agonist assay | hit rate 0.4% among 200,000 | TR-FRET ratio at 8 µM | stronger effect = higher value | AID 1049; in the data active = TR-FRET ratio above about 2000; note: inactives centre near 1500
STAT3 blocker – STAT3 signaling inhibition | U3A cells, IL-6 STAT3-luciferase reporter, luminescence; host cell line lacks STAT1 | inhibition, % at 5.5 µM | AID 862 | hit rate 0.89% among 190,000;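 active = inhibition above the mean inhibition across all screened compounds plus 3 SD, cut at about 44% in these data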;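 note: 0% = DMSO only wells and 100% = 100 µM nifuroxazide control wells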
Active calls of the source: *; nt = not tested or not shown.

smiles	PPARg SRC-3 ag	bIAP inhibitor	STAT3 activator	bIAP activator	ROMK mod	PPARg SRC2 recr	PPARg SRC1 recr	TNAP act hi DEA	STAT1 blocker	TR-FRET SRC-2 ct	STAT3 blocker
Cc1cc(OCC(C)C)ccc1/C(O)=C1/C(=O)C(=O)N(Cc2cccnc2)C1c1ccncc1 (centres undefined)	6	1	91	1	nt	11	8	1	0	1802	10
O=C(Oc1ccccc1)c1ccc2nccnc2c1	5	7	103	0.9	nt	4	0	1	-6	1398	3
O=C1NC(=O)/C(=C\c2ccc(O)cc2O)S1	-5	48	128	0.5	-0.18	-12	8	0.8	-14	1441	-34
CCn1c(COc2cccc(C)c2)nnc1SCC(=O)Nc1cccc(C(=O)O)c1	-3	8	99	0.9	0.56	3	4	1	6	1537	4
COc1ccc(/C=C/c2cc(=O)c3cc(Cl)ccc3o2)cc1	-3	-11	106	1.1	-0.0052	-5	5	1	-12	1633	-10
O=C1/C(=C/N(C(=O)c2ccco2)c2ccc(Br)cc2)Sc2ccccc21	1	18	96	0.8	0.19	0	2	1	-30	1772	2
Cc1cc(C(=O)CCl)c(C)n1CCc1ccc(F)cc1	-2	7	97	0.9	0.018	1	-6	1	20	1595	11
CCOc1cc(/C=C2/SC(=Nc3ccccc3)N(Cc3cccnc3)C2=O)ccc1OCC#N	-3	10	109	0.9	0.85	2	0	1	-1	1379	-3
COc1cccc(OC)c1CN1CCCC(C(=O)c2ccccc2SC)C1 (centres undefined)	-2	12	94	0.9	-2.4	8	6	1	12	1588	12
Cc1cc(C)cc(NC(=O)NC2CCN(CC(=O)Nc3c(C)cc(C)cc3C)CC2)c1	4	nt	103	nt	nt	-6	-3	nt	-4	1400	-2
COCc1cc(=O)[nH]c(/N=C(\N)Nc2ccc(C)cc2)n1	8	-50	93	1.5	nt	6	-1	1	-1	1454	12
COc1ccccc1Oc1c(C)oc2c(CN(C)C)c(O)ccc2c1=O	2	-4	103	1	1.2	5	0	1	6	1634	0
Cc1ccc(N(C(C)C(=O)Nc2ccc(S(=O)(=O)N3CCOCC3)cc2)S(C)(=O)=O)cc1C (centres undefined)	-23	-9	102	1.1	nt	0	1	1.1	2	1565	-2
O=c1[nH]c(SCc2cccc([N+](=O)[O-])c2)nc2[nH]ncc12	4	11	108	0.9	-0.055	1	-6	1.1	1	1618	-1
O=c1ncn(-c2ccccc2C(F)(F)F)c2ncccc12	-3	14	96	0.9	-0.43	-2	4	1	-15	1571	3
Fc1ccccc1OCCCCCCN1CCCC1	6	-3	103	1	-0.0037	2	-2	1	-1	1462	4
C/C(CCc1ccc2c(c1)OCO2)=N\NC(=O)c1ccccc1Cl	-3	25	104	0.8	0.15	-2	3	1	-14	1669	0
CCn1c(CSc2nnc(C)n2-c2ccccc2)nc2cc(S(=O)(=O)N(C)C)ccc21	-8	-13	99	1.1	-0.33	-7	-2	1.1	1	1376	2
CCN(CC)S(=O)(=O)c1cc(C(=O)N2CCc3ccccc32)ccc1Cl	14	-5	101	1.1	0.035	4	2	1	7	1567	0
COc1ccccc1NC(=S)N(Cc1ccccc1)Cc1cccs1	5	1	104	1	0.00089	5	-7	1	1	1569	8
NC(=O)[C@@H]1CCCCNc2c(F)cc([N+](=O)[O-])cc2C(=O)N[C@@H](CC(=O)O)C(=O)N[C@@H](CCC(=O)O)C(=O)N1	0	7	95	0.9	-1.1	7	5	1	-6	1449	3
COc1ccc(/C=C/C(=O)OCC(=O)Nc2cc(C(F)(F)F)ccc2Cl)cc1	-2	4	97	1	0.49	0	-9	1	9	1360	2
COc1ccc(/C=C/C(=O)OCC(=O)Nc2cc(S(=O)(=O)N(C)C)ccc2Cl)cc1	5	-5	100	1	0.6	7	-3	1	-8	1772	2
CCO/N=C/C(=O)Nc1ccc(F)cc1F	-3	-3	99	1	0.84	-4	2	1	-11	1536	6

Whole records from above:
CCn1c(CSc2nnc(C)n2-c2ccccc2)nc2cc(S(=O)(=O)N(C)C)ccc21 as listed: PPARg SRC-3 ag = -8; bIAP inhibitor = -13; STAT3 activator = 99; bIAP activator = 1.1; ROMK mod = -0.33; PPARg SRC2 recr = -7; PPARg SRC1 recr = -2; TNAP act hi DEA = 1.1; STAT1 blocker = 1; TR-FRET SRC-2 ct = 1376; STAT3 blocker = 2
COc1ccc(/C=C/C(=O)OCC(=O)Nc2cc(S(=O)(=O)N(C)C)ccc2Cl)cc1 as listed: PPARg SRC-3 ag = 5; bIAP inhibitor = -5; STAT3 activator = 100; bIAP activator = 1; ROMK mod = 0.6; PPARg SRC2 recr = 7; PPARg SRC1 recr = -3; TNAP act hi DEA = 1; STAT1 blocker = -8; TR-FRET SRC-2 ct = 1772; STAT3 blocker = 2

(cont.)
smiles	PPARg SRC-3 ag	bIAP inhibitor	STAT3 activator	bIAP activator	ROMK mod	PPARg SRC2 recr	PPARg SRC1 recr	TNAP act hi DEA	STAT1 blocker	TR-FRET SRC-2 ct	STAT3 blocker
C=CCCCCCCCC(=O)OC	5	-15	nt	1.2	nt	13	22*	1	-1	1655	nt
COc1ccccc1C(=O)NCC(=O)N/N=C/c1ccncc1	1	-1	90	1	0.5	5	4	1	-12	1711	14
CC(C)c1ccc(N(CC(=O)Nc2ccc(S(=O)(=O)N3CCOCC3)cc2)S(C)(=O)=O)cc1	5	-10	101	1.1	0.56	4	5	1	-5	1603	0
CC(=O)Nc1ccc(NC(=O)C2CCCCC2C(=O)O)cc1 (centres undefined)	0	7	102	0.9	0.31	2	0	1	-10	1493	-4
Cc1ccc(NC(=O)C2(NC(=O)c3cccc(N4C(=O)CSC4c4ccccc4)c3)CCCCC2)cc1 (centres undefined)	-7	-14	104	1.1	nt	4	4	1.1	-3	1544	1
COc1cc(-c2nnn(CC#N)n2)ccc1OCc1ccccc1	-5	-1	96	1	nt	-6	-4	1	-23	1423	8
Cc1ccc(C(=O)N/N=C2/NC(=O)CC(C(=O)Nc3ccccc3)S2)cc1 (centres undefined)	4	-4	96	1	nt	6	5	1	14	1588	4
O=C(Nc1nc2nccc(-c3ccccc3)n2n1)C(Cl)(Cl)Cl	-6	4	99	1	0.82	-5	-2	1.1	0	1394	-2
O=C(CCC(=O)c1cccs1)OCc1nnc(-c2ccccc2)o1	13	12	104	0.9	-0.93	4	9	1	-7	1491	-1
Cc1ccc(CNS(=O)(=O)c2cccc3nsnc23)cc1	2	9	94	0.9	-0.86	0	8	1	2	1746	8
CCOc1ccc(CNC(=S)N/N=C\c2ccc([N+](=O)[O-])cc2)cc1	15	19	100	0.8	nt	5	10	1	-17	1623	9
Cc1cc(C(=O)CSc2nnc(-c3cccnc3)n2-c2ccccc2F)c(C)n1C	-6	nt	96	nt	0.31	2	5	nt	4	1586	9
Oc1ccccc1-c1nc(N2CCCC2)c2ccccc2n1	14	16	93	0.8	0.25	2	4	1.1	1	1490	6
CCCS(=O)(=O)N1CCC(C(=O)NCCN2CCCC2)CC1	-3	2	103	1	0.34	2	-2	1.1	5	1482	-1
Cc1ccc(Cl)cc1N1CCN(C(=O)C(=O)N2CCCCC2)CC1	3	-2	95	1	0.052	1	-6	1	8	1297	12
CC1(C)CC(=O)c2c(oc3ccc(NS(=O)(=O)c4ccc(C(=O)O)cc4)cc23)C1	3	-9	100	1.1	-0.11	-1	0	1.1	-9	1604	2
O=C(O)c1cccc(N2C(=O)C3CC=CCC3C2=O)c1 (centres undefined)	2	6	98	0.9	0.28	11	1	1	1	1698	5
COc1ccc(OCCCC(=O)NCCc2ccc(OC)c(OC)c2)cc1	0	3	99	1	0.58	11	2	1	7	1773	2
CCOc1c2ccc(C(=O)NCc3ccccc3OC)cc2nn1CC	-2	7	104	0.9	nt	4	4	1	4	1544	0
O=C(CCn1c(=S)[nH]c2ccccc2c1=O)NCCCN1CCOCC1	1	2	99	1	0.0092	0	2	1.1	0	1564	8
COc1ccc(OC)c(CN2CCCC(C(=O)N3CCCCC3)C2)c1 (centres undefined)	12	1	96	1	0.79	8	3	1	0	1522	6
COC(=O)CN1C(=O)C(O)(CC(=O)c2ccc(C)o2)c2ccccc21 (centres undefined)	9	10	97	0.9	0.75	1	2	1	0	1508	7
O=c1c(Cl)c(NC2CC2)cnn1-c1ccccc1	0	4	104	1	-0.26	-7	-3	1	-11	1572	6
O=C(/C=C/c1cn(-c2ccccc2)nc1-c1cccnc1)N1CCCC1	-6	-6	83	1.1	-0.16	-4	-4	1	71*	1627	26
Cc1ccc(Sc2ncnc(N)c2[N+](=O)[O-])cc1	-3	49	103	0.5	nt	1	-3	1	2	1359	-1
COc1cccc(C(=O)Nc2c3c(nn2-c2cccc(C)c2C)CS(=O)(=O)C3)c1OC	-1	0	109	1	nt	1	3	1.1	-9	1598	-6
CC(=O)Nc1ccc(NCC(O)COc2ccccc2)cc1 (centres undefined)	-4	7	103	0.9	-0.62	13	13	1	-2	1617	-2
O=C(c1ccc(Cl)c([N+](=O)[O-])c1)N1CCN(c2ccccn2)CC1	2	6	100	0.9	nt	-6	-4	1	-8	1452	3
COc1cc(C2C(C#N)=C(N)N(c3ccc(F)cc3)C3=C2S(=O)(=O)CC3)ccc1O (centres undefined)	6	-2	95	1	-0.47	15	5	0.9	-5	1796	10
CC(C(=O)Nc1ccc(C(=O)O)cc1)N1C(=O)c2ccccc2C1=O (centres undefined)	4	-1	101	1	nt	10	4	1	1	1807	5
O=C(COc1ccccc1)Nc1ccc(NC(=O)c2ccco2)cc1	0	3	100	1	0.059	-3	12	1	-8	1686	6
COc1ccc(N2CCCn3c2nc2c3c(=O)n(CCCc3ccccc3)c(=O)n2C)cc1	8	nt	97	nt	-1.7	-1	5	nt	10	1464	11
CCSC1=C(C#N)C(c2ccccc2Cl)C(C(=O)c2cccs2)C(O)(C(F)(F)F)N1 (centres undefined)	4	11	102	0.9	nt	3	-3	1	-2	1622	2
C#CCN1C(=O)C2C(C(=O)NC)C3C=CC2(O3)C1C(=O)NCc1ccc(OC)cc1 (centres undefined)	-8	-4	96	1	-0.14	-3	4	1.1	-2	1588	10
CNC(=O)/C(C#N)=C/c1c(N(Cc2ccccc2)Cc2ccccc2)nc2ccccn2c1=O	-2	15	99	0.8	nt	0	6	1	-1	1519	-4
Cc1ccc(Oc2cc(C#N)c(C#N)cc2-n2nnc3ccccc32)cc1C	-3	8	102	0.9	0.14	-1	0	1	-2	1552	-2
Cc1ccc(/C=C/C(=O)CCC(=O)O)cc1	4	1	95	1	0.14	10	10	1	-11	1638	12
CCN(CC)S(=O)(=O)c1ccc2nc(NC(=O)c3cccs3)sc2c1	0	9	118	0.9	-1.3	7	4	1	-20	1563	-20
CCc1ccc(Nc2nnc(SCc3cc(=O)n4ccsc4n3)s2)cc1	8	9	104	0.9	-0.87	4	-1	1	-3	1573	0

Screens: PubChem BioAssay, several laboratories

The order is random. About 3.7% of those tested had a hit in this group.
